Shiga toxin inh – A qHTS for Small Molecule Inhibitors of Shiga Toxin; hit rate 9.2% among 290,000; Vero cells, Shiga toxin protein synthesis inhibition reporter; inhibition, % at 38.7 µM; in the data active = inhibition mostly above about 28%, no sharp cut-off; inactive = mostly below about 43%; note: 0% is about no effect
Pf growth 48h – Primary qHTS for delayed death inhibitors of the malarial parasite plastid, 48 hour incubation; Potency, µM (series often up to 28.7 µM), for the others: top-dose activity change, negative = inhibition, actives largely listed as inhibitors; hit rate 5.9% among 310,000; P. falciparum luciferase growth in erythrocytes, 48 h; note: potency is the fitted concentration of half-maximal effect; % is set by controls: 0 for no effect and ±100 for the full control effect
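Luciferase-expressing parasites in RBCs, 2% Hct / 0.1% parasitemia final; RPMI 1640 + 0.5% Albumax; 37 C, 5% CO2, one generation; luminescence read-out, lower signal = inhibition.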
Tb PYK inh – qHTS of Trypanosoma Brucei Inhibitors | pyruvate kinase (Trypanosoma brucei), Q57TT1 | TbPYK enzyme, Kinase-Glo Plus ATP luminescence, 45 min | Potency, µM (series often up to 76.8 µM), inactives show top-dose activity, negative = inhibition, usual class: inhibitors | hit rate 0.12% among 410,000; note: potency is the fitted concentration of half-maximal effect; % is set by controls: 0 for no effect and ±100 for the full control effect; nearly all actives have a fitted effect of over 50% in size
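Screened from lowest to highest concentration, compounds were pinned into TbPYK/substrate mixtures, and ADP (130 uM final) was added. Plates sat at room temperature for 45 min prior to Kinase-Glo Plus detection by luminescence.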
Pf growth 96h – Primary qHTS for delayed death inhibitors of the malarial parasite plastid, 96 hour incubation; AID 504834, 2011; P. falciparum luciferase reporter growth, 96 h; Potency, µM (top dose mostly 28.7 µM), inactives show at the top dose activity change, negative = inhibition, actives largely listed as inhibitors; hit rate 6.9% among 320,000; note: potency is the fitted concentration of half-maximal effect; % is set by controls: 0 for no effect and ±100 for the full control effect
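P. falciparum expressing integrated firefly luciferase grown in erythrocytes (2% hematocrit, 0.05% parasitemia final) with compounds for 96 hours at 37 C, 5% CO2. Growth inhibition read as loss of luminescence after adding luciferase detection reagent.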
LmPK inhibitor – qHTS Assay for Inhibitors of Leishmania Mexicana Pyruvate Kinase (LmPK); purified LmPK, Kinase-Glo ATP luminescence, 1 h; hit rate 0.37% among 290,000; Q27686; Potency, µM (series often up to 57.5 µM), for the others: at the top dose activity change, negative = inhibition, hits mostly inhibitors; note: potency is the fitted concentration of half-maximal effect; % is set by controls: 0 for no effect and ±100 for the full control effect
Target sequence (Q27686 whole entry, looked up): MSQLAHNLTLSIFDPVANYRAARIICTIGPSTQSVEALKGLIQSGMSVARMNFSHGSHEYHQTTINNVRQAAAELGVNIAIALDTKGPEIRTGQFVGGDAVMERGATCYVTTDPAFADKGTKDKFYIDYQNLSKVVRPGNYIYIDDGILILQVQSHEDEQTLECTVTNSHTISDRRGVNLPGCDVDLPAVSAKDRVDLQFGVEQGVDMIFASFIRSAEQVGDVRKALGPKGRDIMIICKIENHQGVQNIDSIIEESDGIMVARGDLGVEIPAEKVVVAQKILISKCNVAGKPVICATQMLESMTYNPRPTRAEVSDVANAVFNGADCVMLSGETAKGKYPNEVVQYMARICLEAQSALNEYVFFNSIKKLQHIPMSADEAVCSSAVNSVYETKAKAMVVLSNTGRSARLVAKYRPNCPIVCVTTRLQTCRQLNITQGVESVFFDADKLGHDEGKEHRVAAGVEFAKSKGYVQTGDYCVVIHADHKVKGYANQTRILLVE
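ATP generated from ADP (0.1 mM) and PEP (0.5 mM) by 0.1 nM LmPK over 1 h at room temperature (pH 7.2 imidazole buffer) was detected by coupled luciferase luminescence. Values were normalized to uninhibited and no-enzyme wells.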
HCV inh – qHTS Assay for Inhibitors of Hepatitis C Virus (HCV) | hit rate 3.4% among 340,000 | Huh7.5.1 HCVcc-Cre infection, luciferase reporter, 44 h | Potency, µM (doses to about 41.8 µM), without a hit: at the highest dose activity change, negative = inhibition, hits mostly inhibitors; note: potency is the fitted concentration of half-maximal effect; % is set by controls: 0 for no effect and ±100 for the full control effect
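Whole-lifecycle infectious HCVcc-Cre system; cells 1,000/well, compound then virus (~0.5 moi) added 4 h after plating, 44 h culture. Luciferase read 15 sec following 15 min substrate incubation, room temp.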
CHX counter – Cycloheximide Counterscreen for Small Molecule Inhibitors of Shiga Toxin. cell reporter, cycloheximide protein synthesis inhibition counterscreen. max response, %. hit rate 12% among 300,000. AID 2314, 2010; in the data active = max response mostly above about 13%, no sharp cut-off; inactive = mostly below about 14%; note: read at 38.3 µM for the half of the compounds with a filed dose; 0% is about no effect
* marks the source's active call; other numbers are inactive results; ? = inconclusive; . = no result given; + = active, no number; & = joins results of further samples; [ ] = another dose, or the depositor's remark. Unless noted, calls come from the whole dose curve; as a rule, active = well fitted curve in the direction sought with a large enough effect; inconclusive = small, poorly fitted or top-dose-only effect, or another doubt; inactive = no such curve, though single readings can be large; an effect the other way counts as inactive or inconclusive.

SMILES | Shiga toxin inh | Pf growth 48h | Tb PYK inh | Pf growth 96h | LmPK inhibitor | HCV inh | CHX counter
CC(C)N1CCN(C(=O)C2CCC(=O)N(CCc3cccc(F)c3)C2)CC1 (configuration not stated) | -6 | 34%[activator] | 15% | 4% | 3% | 3% | 2
CCC(C)N(C(=O)COC(=O)/C=C/c1ccc(O)c(OC)c1)C1CCS(=O)(=O)C1 (configuration not stated) | -11 | -16% | 0% | -12% | 2% | -14% | -2
Cc1cc(=S)[nH]c2ccccc12 | 17 | 0% | -8% | 29% | -1% | 0% | -1
Cc1cc(C)nc(SCc2cc(=O)c(OC(=O)c3ccco3)co2)n1 | -30 | ? | 0% | ? | -1% | ? | -8
O=C(CNCc1ccc(Cl)cc1)Nc1cccc(C(=O)O)c1 | -6 | 29% | 3% | -14% | -5% | 14% | -7
O=C(Nc1cccc(F)c1)N(Cc1ccc(Cl)cc1)CC(O)C(F)(F)F (configuration not stated) | 11 | 8.3µM* | -8% | 2.6µM* | 2% | 11µM* | 1
COC(=O)[C@]1(Cc2ccccc2)N[C@H](c2ccc(-c3ccc4c(c3)OCO4)cc2)[C@@H]2C(=O)N(C)C(=O)[C@@H]21 | . | ? | 5% | ? | . | -2% | .
CC(=O)Nc1sc(N/N=C\c2cccc(Cl)c2)nc1-c1cccs1 | 9 | ? | 1% | ? | 6% | ? | 19*
COc1ccc2nc(C)c(C(N)=O)cc2c1 | -4 | 16% | -2% | 27% | -3% | 30%[activator] | -1
CC1(C)CC(=O)C(Sc2ccccc2C(=O)O)=C(O)C1 | -1 | -4% | -1% | 20% | 5% | 20% | -1
CCOc1ccc(S(=O)(=O)NCc2ccc3c(c2)OCO3)cc1C(=O)O | 2 | . | -6% | 3% | 2% | 16% | -4
O=C(O)c1cc2c(s1)-c1ccccc1OC2 | 18 | -1% | 0% | 34%[activator] | 0% | 17% | 8
COc1cc2c(c(OC)c1OC)CCc1cnoc1-2 | 3 | ? | -1% | ? | 5% | -29% | -7
CCCCCc1ccc(C(=O)CCC(=O)OCC(=O)N(CC)c2c(N)n(Cc3ccccc3)c(=O)[nH]c2=O)cc1 | . | 7% | -2% | 46%[activator] | . | 8% | .
CCS(=O)(=O)c1nc(S(=O)(=O)c2ccc(C)cc2)c(NCCN2CCOCC2)s1 | 2 | -11% | -3% | -23% | -7% | -5% | -2
COc1ccc(Cl)cc1C(=O)OCC(=O)NC(=O)c1cccn1C | -14 | . | 1% | 6% | -3% | -18% | 0
CC(=O)N1CCOc2cc(S(=O)(=O)Nc3cccc(C(F)(F)F)c3)c(Cl)cc21 | . | 13µM* | -3% | ? | . | . | .
O=C(Nc1cc(F)c(Br)cc1F)c1ccc(Cl)cc1 | 111* | 114%[activator] | -6% | 177%[activator] | 3% | -16% | 34*
COc1ccc(C(=O)C2CCCN(C(=O)c3ccoc3C)C2)cc1F (configuration not stated) | -14 | ? | -1% | ? | -2% | ? | 1
CN(C)S(=O)(=O)c1ccc(N2CCCC2)c(C(=O)Nc2ccc(F)cc2F)c1 | . | ? | -4% | ? | . | 12% | .
COC(=O)c1ccc2ccn(CC(=O)NC3CCCCC3)c2c1 | -2 | -21% | 4% | ? | -1% | -11% | -1
CN(C)S(=O)(=O)c1cccc(C(=O)OCC(=O)Nc2sccc2C(N)=O)c1 | -20 | 1.9µM* | -5% | 3.7µM* | 5% | ? | -5
Cc1ccc(NC(=O)c2c(C(F)(F)F)nn(C)c2SCc2cccc(C(F)(F)F)c2)cc1C | 51* | ? | -1% | ? | 4% | ? | 20*
Cc1nccn1-c1ccc(C(F)(F)F)cc1[N+](=O)[O-] | 17 | 9% | -14% | 18% | 3% | 13% | -2
c1ccc(-c2ncnc3nc4n(c23)CCC4)cc1 | -7 | 10% | 4% | 3% | -2% | 22% | 4

Following part
SMILES | Shiga toxin inh | Pf growth 48h | Tb PYK inh | Pf growth 96h | LmPK inhibitor | HCV inh | CHX counter
COc1cccc(CN(C)C(=O)c2ccc(S(=O)(=O)N3CCCC3)cc2)c1OC | 21 | ? | 21% | ? | 4% | 6% | -3
C/C(=N\Nc1cccc2cccnc12)c1ccc[nH]1 | 75* | 421%[activator] | -8% | 252%[activator] | -16% | 6% | 40*
Oc1cc(Cc2ccccc2)cnc1CN1CCCCC1 | 18 | 0.93µM* | 2% | -25% | 10% | -3% | 7
Cc1cccc(NC(=O)N2CCC(NC(=O)c3ccccc3C)CC2)c1 | 11 | -3% | 1% | -3% | 2% | 13% | -4
CCSc1nnc(NC(=O)Cc2cc(OC)c(OC)c(OC)c2)s1 | -11 | 8% | 1% | -15% | 1% | 9% | 1
CCC(=O)N1CCCc2cc(S(=O)(=O)N3CCN(C4CCCCC4)CC3)ccc21 | -12 | -19% | 0% | ? | 1% | ? | -2
COc1ccc(NC(=O)CN2CC=C(c3ccccc3)CC2)cc1S(=O)(=O)N1CCOCC1 | -4 | ? | -1% | ? | 1% | -10% | 16
O=C(NN=C1CCCC1)c1n[nH]c2c1CCC2 | 27 | 0% | -7% | ? | -16% | 1% | 24*
CN(CC(=O)Nc1cccc(F)c1)C(=O)/C=C/c1cc(Br)ccc1OC(F)F | . | ? | 0% | -23% | . | ? | .
CC1CCCC2(C1)NC(=S)N(c1ccccc1)N2 (configuration not stated) | 28 | 39%[activator] | -11% | 66%[activator] | -2% | 9% | 28*
O=C(CC1C(=O)NCCN1CC(c1ccccc1)c1ccccc1)NCC1CCOCC1 (configuration not stated) | 16 | 32%[activator] | -1% | 64%[activator] | -1% | 9% | -4
Cc1ccc2oc(=O)c3cnn(CC(=O)Nc4cc(-c5cccc(F)c5)no4)c3c2c1 | -7 | 42%[activator] | 0% | ? | 2% | 1%[8.37 µM] | 2
Cc1c(Cl)cccc1NC(=S)N1CCN(S(=O)(=O)c2cccs2)CC1 | 5 | 1.9µM* | -4% | ? | 4% | -10% | -1
COc1ccc(-c2nc(C)ncc2-c2ccc(Cl)cc2)c(O)c1 | -3 | 4.7µM* | 7% | 3.7µM* | 2% | -20% | -1
O=c1c(F)cn(C2CCCO2)c(=O)n1Cc1c(F)cccc1Cl (configuration not stated) | -12 | -7% | -4% | . | 0% | -2% | 7
Cc1nc2cc(Cl)c(Cl)cc2nc1C | + | 65%[activator] | 6% | . | -17% | -4% | 48*
O=C(COc1ccc(Cl)cc1Cl)NC(=O)c1ccccc1 | -28 | 22% | 6% | 38%[activator] | -15% | 12% | 1
Cc1cccc(NC(=O)C2CCCN2S(=O)(=O)c2ccc(Cl)cc2)n1 (configuration not stated) | 17 | 3% | -7% | 4% | 3% | 8% | -3
CCOC(=O)NC(=O)COC(=O)c1ccc(Sc2ncn[nH]2)c([N+](=O)[O-])c1 | 16 | 0% | -5% | 32%[activator] | 7% | 11% | -1
O=C(O)c1cccc(Cn2c(Cl)c(/C=N/NC(=O)c3ccccc3)sc2=O)c1 | 17 | -3% | -13% | 73%[activator] | 0% | 0% | 3
O=C(Oc1cccc(Br)c1)c1cccnc1 | -11 | 21% | 6% | ? | 7% | 10% | -5
O=C(c1ccc2c(=O)n3c(nc2c1)CCCCC3)N1CCN(c2ccc(F)cc2)CC1 | 19 | -17% | -3% | ? | 1% | 13% | -2
CCOC(=O)N1CCN(C(=O)c2cc3cc(C)ccc3[nH]2)CC1 | -5 | -3% | 0% | ? | -1% | -2% | -1
CCn1c(=O)c(C2=NS(=O)(=O)c3ccccc3N2)c(O)c2ccccc21 | -25 | 19% | . | 310%[activator] | 1% | . | -5
CC(=O)c1c(C)[nH]c(C(=O)OCC(=O)NCc2ccc(Cl)cc2)c1C | . | ? | 1% | ? | . | 11µM* | .

Two records picked at random from those above:
SMILES | Shiga toxin inh | Pf growth 48h | Tb PYK inh | Pf growth 96h | LmPK inhibitor | HCV inh | CHX counter
COc1ccc(NC(=O)CN2CC=C(c3ccccc3)CC2)cc1S(=O)(=O)N1CCOCC1 | -4 | ? | -1% | ? | 1% | -10% | 16
O=C(NN=C1CCCC1)c1n[nH]c2c1CCC2 | 27 | 0% | -7% | ? | -16% | 1% | 24*

Additional results
SMILES | Shiga toxin inh | Pf growth 48h | Tb PYK inh | Pf growth 96h | LmPK inhibitor | HCV inh | CHX counter
NC(=O)CSc1nc2cc([N+](=O)[O-])ccc2n1-c1cccc(C(F)(F)F)c1 | -16 | -23% | 0% | ? | -3% | 5% | -5
Cc1ccccc1NC(=O)c1sc2nc[nH]c(=O)c2c1C | 24 | 40% | 5% | 0% | 1% | 9% | 1
Cc1ccc(OCCC(=O)NNC(=O)c2ccccc2F)cc1 | . | -17% | -5% | -15% | . | 8% | .
COCCN1C(=O)c2[nH]nc(-c3ccccc3O)c2C1c1ccc(OCc2ccccc2)c(OC)c1 (configuration not stated) | -4 | . | 3% | . | . | . | -4
CCOc1ccccc1/C=N/NC(=O)c1nnn(-c2nonc2N)c1CN1CCCC1 | 0 | -1% | -8% | 33%[activator] | -1% | ? | -1
Cc1ccc2c(c1)c1ncnc(N3CCOCC3)c1n2C | 94* | ? | 5% | ? | 7% | ? | 28*
O=C(Nc1ccc(Cl)cc1C(=O)NCC1CCCO1)c1ccco1 (configuration not stated) | 10 | -20% | 2% | . | 3% | 2% | -2
CCOc1ccc(Cl)cc1S(=O)(=O)NC1CCCC1 | -5 | ? | -3% | -3% | -3% | 3% | -2
CCOC(=O)N1CCN(C(=O)COc2ccc3c(c2)C(=O)CC2(CCN(C(C)=O)CC2)O3)CC1 | 9 | ? | -4% | 25% | -3% | 13%&13% | 5
Nc1ccc(C(=O)Oc2ccccc2)c(O)c1 | . | 68%[activator] | 0% | 29% | . | . | .
Cc1ccc(C(=O)Nc2ccc(C(=O)N/N=C/c3ccncc3)cc2)cc1 | 12 | 23% | . | -13% | -13% | . | 18
CCn1c2ccccc2c2cc(NC(=O)CSc3nnc(-c4cccc(F)c4)o3)ccc21 | 12 | 15% | -4% | . | 2% | ? | -2
O=C(Nc1ccsc1C(=O)O)c1cccc(C(F)(F)F)c1 | 77* | . | 0% | 21% | -5% | 10% | 61*
CCOC(=O)CSc1nnnn1-c1cc(OC)ccc1OC | -16 | 2% | 0% | 3% | -4% | . | -4
Cc1nnnn1/C(=C\c1ccccc1)C(=O)OCC(=O)NC(C)(C)C | -5 | ? | 4% | -30% | 2% | -21% | 3
O=C(COn1nnc2ccc(Cl)cc21)NC12CC3CC(CC(C3)C1)C2 | -8 | . | -2% | -3% | 4% | -22% | -1
Cc1c(NC(=O)Nc2ccccc2)c(=O)n(-c2ccccc2)n1C | 4 | 6% | 1% | 12% | 6% | 18% | 3
CC(NC(=O)CNC(=O)c1sc2ccccc2c1Cl)c1cccnc1 (configuration not stated) | 22 | 26% | -4% | 30%[activator] | 0% | -26% | 21
Cn1c(N)c(S(=O)(=O)N2CCN(c3ccccc3)CC2)c(=O)n(C)c1=O | -5 | -8% | 0% | 37%[activator] | -8% | 14% | -3

Compound activity: PubChem BioAssay, National Center for Advancing Translational Sciences (NCATS)
